mHTT-CaM PPI inh = mHTT-calmodulin interaction abrogation; AlphaScreen His-mHTT/GST-CaM binding, luminescence; inhibition, % at 15 µM; 190,000 compounds, 3.6% hits; AID 1671202;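 note: 0% = both proteins with DMSO and 100% = one protein alone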
Target sequence (P42858 whole entry, looked up, stated change not applied): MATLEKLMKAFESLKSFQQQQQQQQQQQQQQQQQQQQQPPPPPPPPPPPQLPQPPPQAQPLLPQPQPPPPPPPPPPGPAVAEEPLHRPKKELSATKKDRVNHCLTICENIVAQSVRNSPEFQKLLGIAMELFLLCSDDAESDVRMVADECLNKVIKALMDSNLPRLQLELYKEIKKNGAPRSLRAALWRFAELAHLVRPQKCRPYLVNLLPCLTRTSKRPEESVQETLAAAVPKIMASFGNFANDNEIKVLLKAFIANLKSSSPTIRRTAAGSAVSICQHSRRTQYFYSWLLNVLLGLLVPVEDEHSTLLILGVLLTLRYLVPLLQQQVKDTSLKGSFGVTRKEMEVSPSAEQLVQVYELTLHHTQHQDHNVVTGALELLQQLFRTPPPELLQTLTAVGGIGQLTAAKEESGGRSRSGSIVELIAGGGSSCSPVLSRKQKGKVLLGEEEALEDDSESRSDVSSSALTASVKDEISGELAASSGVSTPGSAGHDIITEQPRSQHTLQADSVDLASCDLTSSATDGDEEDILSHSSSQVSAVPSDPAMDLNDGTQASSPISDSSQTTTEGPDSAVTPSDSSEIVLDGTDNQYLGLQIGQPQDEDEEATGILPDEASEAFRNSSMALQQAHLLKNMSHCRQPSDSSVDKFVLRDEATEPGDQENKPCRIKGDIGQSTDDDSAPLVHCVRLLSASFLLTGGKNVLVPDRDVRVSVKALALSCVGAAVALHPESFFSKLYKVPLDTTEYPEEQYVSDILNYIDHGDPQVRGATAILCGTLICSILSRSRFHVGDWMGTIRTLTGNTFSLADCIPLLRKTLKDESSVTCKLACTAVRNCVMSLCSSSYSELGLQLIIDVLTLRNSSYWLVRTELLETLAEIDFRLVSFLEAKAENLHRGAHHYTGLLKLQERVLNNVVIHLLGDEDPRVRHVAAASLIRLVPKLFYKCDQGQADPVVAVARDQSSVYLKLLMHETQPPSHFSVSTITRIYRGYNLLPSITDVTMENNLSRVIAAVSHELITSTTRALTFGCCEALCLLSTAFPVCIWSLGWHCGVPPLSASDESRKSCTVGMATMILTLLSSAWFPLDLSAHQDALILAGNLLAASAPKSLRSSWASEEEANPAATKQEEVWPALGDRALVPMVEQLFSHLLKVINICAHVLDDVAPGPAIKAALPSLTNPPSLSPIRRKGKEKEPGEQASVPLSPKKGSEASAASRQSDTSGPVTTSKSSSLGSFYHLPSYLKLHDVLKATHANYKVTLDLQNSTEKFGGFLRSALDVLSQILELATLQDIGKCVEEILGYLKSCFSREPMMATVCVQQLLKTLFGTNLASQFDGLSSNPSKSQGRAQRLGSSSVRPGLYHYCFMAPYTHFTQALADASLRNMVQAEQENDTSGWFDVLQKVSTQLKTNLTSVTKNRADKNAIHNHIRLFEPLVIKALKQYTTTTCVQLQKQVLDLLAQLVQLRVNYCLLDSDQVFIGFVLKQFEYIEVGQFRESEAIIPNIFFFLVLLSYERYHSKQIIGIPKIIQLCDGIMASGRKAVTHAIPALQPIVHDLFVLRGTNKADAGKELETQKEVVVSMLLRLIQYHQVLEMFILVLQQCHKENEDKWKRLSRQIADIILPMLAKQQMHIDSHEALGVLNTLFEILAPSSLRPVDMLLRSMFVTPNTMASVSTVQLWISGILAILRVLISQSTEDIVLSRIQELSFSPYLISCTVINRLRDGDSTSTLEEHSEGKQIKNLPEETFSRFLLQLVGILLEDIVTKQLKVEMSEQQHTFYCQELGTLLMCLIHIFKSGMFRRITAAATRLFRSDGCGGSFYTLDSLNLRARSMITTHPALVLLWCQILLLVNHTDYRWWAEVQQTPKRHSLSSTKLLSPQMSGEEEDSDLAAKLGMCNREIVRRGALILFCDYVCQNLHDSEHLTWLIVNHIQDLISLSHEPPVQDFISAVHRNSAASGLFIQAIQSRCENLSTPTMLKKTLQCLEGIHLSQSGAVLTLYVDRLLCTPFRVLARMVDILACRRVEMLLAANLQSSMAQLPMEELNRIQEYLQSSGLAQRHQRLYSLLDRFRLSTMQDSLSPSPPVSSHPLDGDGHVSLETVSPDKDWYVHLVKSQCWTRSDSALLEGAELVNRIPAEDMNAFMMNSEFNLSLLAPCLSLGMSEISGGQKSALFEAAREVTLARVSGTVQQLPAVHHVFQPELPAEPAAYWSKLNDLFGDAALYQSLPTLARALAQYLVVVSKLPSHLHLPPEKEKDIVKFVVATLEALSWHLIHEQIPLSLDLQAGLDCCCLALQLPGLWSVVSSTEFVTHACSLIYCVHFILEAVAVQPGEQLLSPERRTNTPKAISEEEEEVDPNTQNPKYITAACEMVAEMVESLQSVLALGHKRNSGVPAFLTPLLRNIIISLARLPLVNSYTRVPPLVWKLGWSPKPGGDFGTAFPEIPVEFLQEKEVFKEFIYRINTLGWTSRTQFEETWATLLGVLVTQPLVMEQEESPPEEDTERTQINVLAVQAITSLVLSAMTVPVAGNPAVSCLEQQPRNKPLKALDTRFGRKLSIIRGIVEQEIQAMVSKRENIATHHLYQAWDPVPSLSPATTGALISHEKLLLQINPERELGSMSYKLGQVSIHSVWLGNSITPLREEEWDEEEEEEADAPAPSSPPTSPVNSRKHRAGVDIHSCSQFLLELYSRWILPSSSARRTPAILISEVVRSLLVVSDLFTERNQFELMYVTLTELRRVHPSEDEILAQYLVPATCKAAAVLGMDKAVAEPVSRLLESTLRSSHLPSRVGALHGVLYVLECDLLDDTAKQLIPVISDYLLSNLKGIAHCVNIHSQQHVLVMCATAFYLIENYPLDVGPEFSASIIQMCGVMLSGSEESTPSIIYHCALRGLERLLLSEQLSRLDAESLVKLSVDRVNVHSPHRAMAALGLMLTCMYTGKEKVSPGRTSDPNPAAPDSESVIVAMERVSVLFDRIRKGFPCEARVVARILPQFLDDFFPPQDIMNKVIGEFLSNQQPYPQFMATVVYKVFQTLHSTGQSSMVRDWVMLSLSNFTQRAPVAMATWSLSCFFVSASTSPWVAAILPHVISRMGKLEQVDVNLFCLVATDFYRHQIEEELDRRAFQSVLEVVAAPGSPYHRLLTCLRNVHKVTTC
Pf apPOL block = Pf-apPOL DNA polymerase inhibition | Recombinant Pf-apPOL, molecular beacon fluorescence, 1.5 h | inhibition, % at 10 µM | 210,000 compounds, 0.25% hits | AID 1794808
The depositor's hits bear a star; i = inactive; nt = no result given; & = joins results of further samples. Cut-off read from the data, not from the text of the source: active = inhibition above about 50%; inactive = the rest. Outcome played no part in choosing rows, and some 3.6% of all compounds hit somewhere here.

Order of values – Pf apPOL block	mHTT-CaM PPI inh
(1) COc1ccc(-n2nc3c(c2NC(=O)c2cc4ccccc4oc2=O)CS(=O)(=O)C3)cc1
 : -8	6
(2) CCn1cnc2scc(-c3ccc(OC)cc3)c2c1=O
 : -1	-4
(3) Cc1ccc(C2CC(c3cccs3)=NN2C(=O)CN(C)C(=O)C2CCCC2)cc1 (stereo not drawn)
 : -1	61*
(4) Cn1c(C2CCN(S(=O)(=O)c3ccccc3)CC2)cc(=O)n2nccc12
 : -4	-1
(5) O=[N+]([O-])c1ccccc1-c1cc(-c2cc(Cl)ccc2O)n[nH]1
 : 2	100*
(6) O=[N+]([O-])c1ccc(Cc2ccncc2)cc1
 : -6&-4	-1
(7) CCOc1ccc(NC(=O)c2c(-c3ccccc3)noc2C)cc1
 : -3	-1
(8) Cc1cc(NC(=O)c2ccc(-c3ccc(Br)cc3)o2)ccc1NC(=O)c1ccco1
 : -8	6
(9) CCOCCCNC(=O)CN1CCN(C(=O)Nc2ccc(Br)cc2)CC1=O
 : -4	-5
(10) O=C(NCc1cccnc1)c1cc(-c2ccc(Cl)cc2)oc1C(F)(F)F
 : -11	nt
(11) Cc1cc(C)cc(C(=O)N2CCCC3(C2)NC(=O)N(Cc2ccccc2)C3=O)c1 (stereo not drawn)
 : 0	5
(12) CCn1c(SCCOc2ccccc2F)nc2ccccc21
 : 1	-36
(13) CC(=O)N1CCc2ccccc2C1C(=O)NCc1ccccc1Br (stereo not drawn)
 : -7	7
(14) Cc1cccc(NC(=O)CN2C(=O)C(c3ccccc3)=NC23CCCCC3)c1
 : -4	-3
(15) C=CCOc1c(Cl)cc(/C=N\n2nnnc2N)cc1OC
 : nt	i
(16) CCC(=O)N1CCc2cc(Br)cc(S(=O)(=O)NC3CCCCC3C)c21 (stereo not drawn)
 : -4	14
(17) O=C(Nc1ccc(Cl)cc1F)c1cc(S(=O)(=O)NC2CCCC2)ccc1F
 : -6	1
(18) CCCCN1C(=O)C(C)(C(=O)Nc2ccccc2)Oc2cccnc21 (stereo not drawn)
 : -7	-20
(19) O=C(O)c1cccc(-n2cnnn2)c1
 : 1	0
(20) CSc1ccc(CNC(=O)C2CCN(c3cncnc3N3CCCCC3)CC2)cc1
 : -2	25
(21) Fc1ccc(CN2CCN(c3cnn4cnnc4c3)CC2)cc1
 : 2	2
(22) O=C(CN1CCN(CC(=O)c2ccco2)CC1)Nc1ccc(Cl)c(Cl)c1
 : -7	26
(23) COc1ccc(Cl)cc1S(=O)(=O)NCC(c1cccn1C)N1CCCC1 (stereo not drawn)
 : -7	-2
(24) CS(=O)(=O)c1ccc2nc(NC(=O)/C=C/c3ccccc3Cl)sc2c1
 : -1	75*
(25) CN1CCN(c2nc3c(c(=O)n(C)c(=O)n3C)n2Cc2ccccc2Cl)CC1
 : -6	7
(26) CCOc1nc(SCCOc2ccc(C)cc2)nc(N(C)C)n1
 : 5	-128
(27) O=C(Nc1cc(F)ccc1F)N1CCN(c2ccnc3cc(Cl)ccc23)CC1
 : -13&-3	nt
(28) O=C(CSc1nc(=O)n(Cc2cccs2)c2c1CCC2)Nc1ccc([N+](=O)[O-])cc1
 : -1	0
(29) Cc1ccccc1CN(C)CCN(C)C
 : -1	-4
(30) O=C1C2N=NN(c3cccc(F)c3)C2C(=O)N1c1ccccc1 (stereo not drawn)
 : 1	7
(31) CCCC(=O)N1CCCN(C2=NS(=O)(=O)C(c3ccc(F)cc3)=C2C)CC1
 : -2	-13
(32) CCCn1ccc2sc(C)c(C(=O)N3CCOCC3)c2c1=O
 : 0	6
(33) Cc1ccccc1-n1nc2c(c1NC(=O)c1c(F)cccc1Cl)CS(=O)C2 (stereo not drawn)
 : -1	3
(34) CCOc1ccc(/C=C2\C(=O)ON=C2C)cc1OC
 : 1	64*
(35) COc1ccccc1C=CC(=O)c1cc(Cl)ccc1O
 : -6	19
(36) O=C(CSC1=NCCS1)Nc1ccc(NC(=O)CSC2=NCCS2)cc1
 : 1	2
(37) COc1cc(Cl)c(C)cc1NC(=O)c1nn(-c2ccccc2OC)c(=O)c2ccccc12
 : -3	16
(38) COc1cc(C2C3=C(CC(c4ccccc4)CC3=O)Nc3ncnn32)ccc1O (stereo not drawn)
 : -2	-13
(39) CC(=O)Nc1nonc1-c1nc2ccccc2n1Cc1nnc(C)o1
 : -5	5
(40) CCCN(CCO)Cc1ccccn1
 : 0	4
(41) N/C(=C\C(=O)c1ccccc1O)C(Cl)(Cl)Cl
 : 1	9
(42) Cc1cccc(/C(N)=N/OC(=O)COc2cc(C)c(Cl)c(C)c2)c1
 : -1	i
(43) CCCN1C(=O)C2CCC(=O)N2c2ccc(C(=O)NCCCOC)cc21 (stereo not drawn)
 : -4	-1
(44) Cc1ccc(C)c(NC(=O)CSc2nc3c(c(=O)n2-c2ccc(F)cc2)SCC3)c1
 : 5	1
(45) O=C(c1cnccn1)N1CCC(c2nc(-c3ccncc3)no2)C1 (stereo not drawn)
 : -4	0
(46) O=C(NC1CC1)c1ccc(-c2ccc(N3CCCCC3)nc2)cc1
 : -1	-4
(47) Cc1ccc(N2CCC(NC(=O)Nc3cccc(C)c3C)C2=O)cc1C (stereo not drawn)
 : 1	-9
(48) Cc1ccc(CCNC(=O)c2nnn3c2COC(c2ccc(Br)cc2)C3)cc1 (stereo not drawn)
 : -5	0
(49) N#CC1=C(N)Oc2c(c(=O)[nH]c3ccccc23)C1c1ccccc1 (stereo not drawn)
 : 0	10
(50) O=C(O)CCC(=O)Nc1ccc(I)cc1
 : -7	-7
(51) C=CCn1cnc2c1c(=O)n(CC)c(=O)n2-c1ccc(F)cc1
 : 3	5
(52) Cc1ccc(NC(=O)N2CCC(n3cnc4ccccc4c3=O)CC2)cc1F
 : -6	-5
(53) CCCC(=O)Nc1c(-c2cc(C)cc(C)c2)nc2cc(C)ccn12
 : 0	-2
(54) Cc1nc(C)c(-c2nnc(NC(=O)NCc3cccs3)o2)s1
 : -6	15
(55) CCc1ccc(OCC2c3cc(OC)c(OC)cc3CCN2C(=S)NC)cc1 (stereo not drawn)
 : -1	35
(56) COc1cccc(NC(=O)CC2SC(=Nc3ccc(C(=O)O)cc3)NC2=O)c1 (stereo not drawn)
 : 15	5
(57) Cc1ccccc1N(C)S(=O)(=O)c1ccc2[nH]cc(C(=O)N3CCC(C)CC3)c(=O)c2c1
 : -11	21
(58) COc1ccccc1Nc1ncc2c(n1)CCN(Cc1cc(Br)cs1)C2
 : -7	-14
(59) O=C(CSCc1ccccc1)Nc1cccc(-c2cn3cccnc3n2)c1
 : -6	52*
(60) COc1cc(OC)c2ccc(=O)oc2c1C(CCN1CCCC1)c1ccc2c(c1)OCO2 (stereo not drawn)
 : -9	17

Complete entries as entered above:
Cc1ccccc1N(C)S(=O)(=O)c1ccc2[nH]cc(C(=O)N3CCC(C)CC3)c(=O)c2c1 in the list: Pf apPOL block: -11; mHTT-CaM PPI inh: 21
Cc1nc(C)c(-c2nnc(NC(=O)NCc3cccs3)o2)s1 in the list: Pf apPOL block: -6; mHTT-CaM PPI inh: 15
CCOc1ccc(/C=C2\C(=O)ON=C2C)cc1OC in the list: Pf apPOL block: 1; mHTT-CaM PPI inh: 64*

The results go on.
Order of values – Pf apPOL block	mHTT-CaM PPI inh
(61) CSC1=C(C#N)C(c2ccc3c(c2)OCO3)CC(=O)N1 (stereo not drawn)
 : -3	0
(62) CC1=NN(c2cccc(Br)c2)C(=O)/C1=C/c1ccc(-c2ccc3c(c2)C(=O)OC3)o1
 : 3	5
(63) CCCCCc1ccc(NC(=O)OCCCN2CCC3(CCC(c4ccccc4)CC3)C2=O)cc1 (stereo not drawn)
 : -8	-7
(64) COc1ccccc1C(=O)N=S1CCN(c2ncc(C(F)(F)F)cc2Cl)CC1
 : -10	nt
(65) O=C(CSc1nnc(CNC(=O)c2c(F)cccc2Cl)o1)NCCc1ccccc1
 : 4	-2
(66) O=C(CN1CCN(c2ccc(F)cc2)CC1)Nc1ccccn1
 : -15	2
(67) O=C1CCC2(CCC(c3ccc(Cl)cc3)CC2)N1CCO (stereo not drawn)
 : -14	-11
(68) CSc1nc(-c2ccc([N+](=O)[O-])cc2)nn1C
 : -4	5
(69) O=C(NCc1ccc(Cl)cc1)c1ccc(N2CCNC(c3ccccc3)C2)nc1 (stereo not drawn)
 : 5	16
(70) Cc1cc(/C=C2\SC(=Nc3ccccc3)NC2=O)c(C)n1-c1ccccc1
 : 1	37
(71) FC(F)(F)c1ccc(/C=N/n2c(-c3cccnc3)n[nH]c2=S)cc1
 : nt	i
(72) Cc1c(C)c(C)c(CSCC(=O)NNC(=O)c2ccc(Cl)cc2)c(C)c1C
 : -2&-14	nt
(73) Cc1cc(C)c(NS(=O)(=O)c2c(C)cc(C)cc2C)c(C)c1
 : 4	-31
(74) CC(C)CNc1c(Cl)cnn(C)c1=O
 : -3	-1
(75) COCCCNC(=O)C1CCCN(c2cnn(C)c(=O)c2)C1 (stereo not drawn)
 : -9	1
(76) Cc1[nH]c2ccc(F)cc2c1CCNS(=O)(=O)c1ccc(F)cc1
 : -7	13
(77) O=C(NC1CCCCC1)c1csc2c1CCCC2
 : -1	-6
(78) COc1ccc(CCN2CC(C(=O)NCc3ccc(F)cc3)CC2=O)cc1OC (stereo not drawn)
 : -19	-2
(79) CCc1ccc(NC(=O)N2CC(C)Oc3ccc(C)cc32)cc1 (stereo not drawn)
 : -6	0
(80) O=C(CS(=O)(=O)c1c[nH]c2ccccc12)N1CCc2ccccc21
 : -4	-5
(81) Cc1ccc(NC(=O)COc2nsnc2N2CCOCC2)cc1
 : 0	5
(82) CC(=O)Nc1ccc(NC(=O)CC(c2ccccc2)c2ccccc2)cc1
 : -1	22
(83) COc1ccccc1-c1nc(C2CCCN(C(=O)COc3ccc(Cl)cc3C)C2)no1 (stereo not drawn)
 : -1	34
(84) N#C/C(=C\c1ccccc1F)c1nc(-c2cccs2)cs1
 : -2	-72
(85) CN(C)CCN(C)Cc1ccc(Cl)cc1Cl
 : 7	-2
(86) CS(=O)(=NS(=O)(=O)NC(=O)Nc1cccc(C(F)(F)F)c1)c1ccccc1 (stereo not drawn)
 : -4	nt
(87) N#CC1=C(SCc2ccccc2Cl)NC(=O)CC1c1ccccc1F (stereo not drawn)
 : -1	-2
(88) O=C(CSCc1cccc2ccccc12)NNC(=O)C(F)(F)F
 : -13	nt
(89) COc1cc(-c2nc(C=Nc3cccc(C)c3)c(O)o2)cc(OC)c1OC
 : -2	12
(90) C=CCOc1ccc(C(O)=C2C(=O)C(=O)N(CCN(C)C)C2c2ccc([N+](=O)[O-])cc2)cc1 (stereo not drawn)
 : 0	8
(91) O=C(CSC1CC(=O)N(c2ccccc2)C1=O)Nc1ccc(Br)cc1 (stereo not drawn)
 : 3	-6
(92) CC(=O)c1cccc(NC(=O)N2CC(c3nc(C)no3)C3(CCOCC3)C2)c1 (stereo not drawn)
 : 2	0
(93) O=C(/C=C/Nc1ccccc1NS(=O)(=O)c1ccc([N+](=O)[O-])cc1)c1ccco1
 : 2	16
(94) COc1ccc(CCNc2ncnc3scc(-c4ccccc4)c23)cc1OC
 : -4	12
(95) CNC(=O)c1ccc2c(c1)N(C(=O)c1ccc(F)cc1)CC2
 : -5	-6
(96) COc1cccc(-c2cn3ccn(-c4cccc(OC)c4)c(=O)c3n2)c1
 : -2	2
(97) CCOc1ccc(NC(=O)C2CC(=O)N(C3CCCCC3)C2)cc1 (stereo not drawn)
 : -1	2
(98) COc1ccc(NC(=O)N2CCN(Cc3nc4cccnc4n3-c3ccccc3)CC2)cc1
 : -2	6
(99) COc1ccc(-c2c(NC(=O)c3cccs3)oc3ccc(Cl)cc3c2=O)cc1OC
 : -6	-1
(100) O=C1CSC(=Nc2c(Br)cc(F)cc2Br)N1Cc1cccs1
 : 0	nt
(101) Cc1cc(C)n(CCNC(=O)c2cc(-c3ccco3)on2)n1
 : 6	0
(102) COc1ccc(-c2cc(C(F)(F)F)nc(-n3cncn3)n2)cc1OC
 : 11	3
(103) COc1ccc2oc(=O)c(C(=O)NCCc3ccccc3)cc2c1
 : -3	-6
(104) CCN1CCOC(CC(=O)Nc2ccccc2)C1=O (stereo not drawn)
 : 1	-4
(105) CC1=C(C(=O)N2CCOCC2)C(c2ccc3c(c2)OCO3)C2=C(CCCC2=O)N1 (stereo not drawn)
 : -3	-4
(106) CCOc1ccccc1N(CC(=O)Nc1ccc(C(C)C)cc1)S(C)(=O)=O
 : -10	4
(107) O=C(Nc1ccccc1F)c1ccccc1Br
 : 11	3
(108) Cc1cccc(C)c1NC(=O)COc1ccc(Br)cc1Cl
 : 4	-4
(109) COc1cccc(C(=O)NN2CCCCC2)c1OC
 : 0	-8
(110) Cn1ccnc1SCc1cc(=O)c(OC(=O)COc2ccccc2F)co1
 : 14	0
(111) Cc1cc(NC(=O)c2ccc(Cl)c(Cl)c2)no1
 : -2	-6
(112) CN(c1ccc(Cl)cc1)S(=O)(=O)c1ccc2[nH]cc(C(=O)NCC3CCCO3)c(=O)c2c1 (stereo not drawn)
 : -8	30
(113) CC(C)C12CN3CC(C(C)C)(CN(C1)C3c1ccc(O)c(O)c1)C2=O (stereo not drawn)
 : -1	5
(114) CC(C)C(=O)Nc1c(-c2cccc(F)c2)nc2ccccn12
 : 4	10
(115) NC(=O)c1cc2cc(Cl)ccc2oc1=Nc1ccccc1F
 : -4	6
(116) COc1ccc(CSc2nnc(NC(=O)c3ccc(Cl)cc3Cl)s2)cc1[N+](=O)[O-]
 : 1	5
(117) CCOc1ccc(C(=O)Nc2cc(-c3cccnc3)no2)cc1
 : -4	2
(118) Cc1ccc2nc(C(=O)NCc3cccc(Cl)c3)cn2c1
 : -2	-2
(119) Cc1ccnc(N2CCC(C(=O)NCc3ccc(F)cc3Cl)CC2)n1
 : -4	-10
(120) O=C(NCCc1csc(-c2cccs2)n1)C1CCN(C(=O)C2CCCCC2)CC1
 : -4	0
(121) O=C1S/C(=C\c2cc3c(cc2Cl)OCO3)C(=O)N1Cc1ccc(F)cc1
 : -4	3
(122) COc1ccc(-c2c(C)cc3oc(=O)cc(-c4ccccc4)c3c2C)cc1OC
 : -5	-2

Entries from the list above with a COOH group:
Order of values – Pf apPOL block	mHTT-CaM PPI inh
(19) O=C(O)c1cccc(-n2cnnn2)c1
 : 1	0
(50) O=C(O)CCC(=O)Nc1ccc(I)cc1
 : -7	-7
(56) COc1cccc(NC(=O)CC2SC(=Nc3ccc(C(=O)O)cc3)NC2=O)c1 (stereo not drawn)
 : 15	5

Bioassay records from PubChem.
